Source: PubChem BioAssay (several laboratories)
RT RNaseH block = inhibitors of HIV-1 reverse transcriptase RNase H. P04585. RT-RNase H RNA/DNA duplex cleavage, fluorescence. inhibition, % at 10 µM. 1.9% of 65,000 active. AID 565; in the data active means inhibition above about 50%
RmlCD inh mix = mixture blocks RmlC and RmlD coupled enzyme activity; inhibition, % at 5.5 µM; RmlC/RmlD coupled enzyme inhibition, 384-well mixture HTS; 0.39% of 110,000 active; AID 1532; in the data active means inhibition above about 30%, passing the limit was not always enough; inconclusive means no clear call, values can overlap the other calls; further: strong numbers were not always called active
Active calls of the source: *; ? = inconclusive; / = no result given; & = joins results of further samples. A portion of the library; rates above refer to the full screens.

SMILES | RT RNaseH block | RmlCD inh mix
COc1ccc(N(C)S(=O)(=O)c2c(C)[nH]c(=O)[nH]c2=O)c(OC)c1 | -15 | 5
CCCOc1ccc(C(=O)N2CCCC2)cc1OC | -10 | 6
COc1ccc(CCNC(=O)CN(C2CCCCC2)S(C)(=O)=O)cc1 | -1 | -20
O=C(Cn1nnc(-c2ccc(CN3CCOCC3)cc2)n1)NC1CCCCC1 | -4 | 1
O=C(Nc1ccc(F)cc1)c1ccc(S(=O)(=O)NCC2CCCO2)cc1 (centres undefined) | 0 | 2
CC1CN(C(=O)CN2C(=O)NC3(CCCCCC3)C2=O)CC(C)O1 (centres undefined) | / | -13
CCOC(=O)C1=C(N)Oc2c(c(=O)oc3ccccc23)C12C(=O)N(C)c1ccccc12 (centres undefined) | 8 | -15
CC(C)(C)n1nc2c(c1NC(=O)c1ccc(S(=O)(=O)N3CCCCC3)cc1)CS(=O)C2 (centres undefined) | -5 | 1
COCCNC(=O)COc1ccc(C)c(C)c1 | -5 | -20
CCCSc1nnc2n(N)c(=O)c3ccccc3n12 | / | -10
CC(C)(C)C(=O)Nc1nc(-c2ccccc2)ns1 | / | -6
Cc1nc2c(C)cccn2c1/C(O)=C1\C(=O)C(=O)N(CCN(C)C)C1c1ccncc1 (centres undefined) | 2 | 13
CCOC(=O)c1ccc(NC(=O)N2CCN(S(C)(=O)=O)CC2)cc1 | -6 | 4
Cc1cc(NS(=O)(=O)c2ccc(NC(=O)CCCOc3ccccc3)cc2)no1 | -6 | -7
COc1ccc(C(=O)Nc2nc3ccc4nc(C)sc4c3s2)cc1 | / | -16
CC(NS(=O)(=O)c1ccc(F)cc1)C(=O)NCc1ccncc1 (centres undefined) | -5 | -3
Clc1ccc(-c2noc(CCCOc3ccccc3)n2)cc1 | / | 4
O=C(CN1C(=O)c2ccccc2C1=O)Nc1ccc(S(=O)(=O)NCC2CCCO2)cc1 (centres undefined) | -1 | 7
O=P(O)(O)c1ccccc1OCCOCCOc1ccccc1P(=O)(O)O | -3 | -7
Clc1ccc(OCc2nc(-c3ccncc3)no2)c(Cl)c1 | -59 | -6
C/C=C/C=C/[C@H]1Cc2cc(O)cc(O)c2O1 | / | -10
Cc1nc(-c2cnn(-c3ccccc3)c2)c2cc(C)oc2n1 | -16 | 53
Cc1cccc(N(CC(=O)N/N=C/c2ccc(OCC(=O)NCc3ccco3)cc2)S(C)(=O)=O)c1C | / | -7
CC1=NOC(=O)/C1=C/c1ccc(N(C)C)cc1 | / | -25
CC(C)CC(CO)N1CCN(C(=O)c2ccc(Cl)cc2Cl)CCC1=O (centres undefined) | / | -12
Cc1cccc(-c2noc(CCC(=O)Nc3ccccc3)n2)c1 | -21 | -7
CCN(CC)C(=O)CSc1nnc(-c2ccc(S(=O)(=O)NCc3ccccc3Cl)cc2)o1 | -14 | /
O=C1C2C(C(=O)N1/N=C/c1cc([N+](=O)[O-])ccc1O)C1C=CC2C12CC2 (centres undefined) | / | ?
COC(=O)CNC(c1ccccc1Cl)c1cc(Br)ccc1NC(=O)CCN1CCOCC1 (centres undefined) | / | -3
Cc1ccc(CO/N=C\Cc2snc(Sc3ncc(C(F)(F)F)cc3Cl)c2C#N)cc1 | / | 8
O=c1[nH]n(-c2cccc3cccnc23)c(=O)c2ccccc12 | -2 | -6
COc1ccccc1N(CC(=O)NCc1ccccc1)C(=O)CCC(=O)Nc1ccccn1 | / | 103
Cc1nc2c(C(=O)NCc3ccc(F)cc3)c[nH]n2c(=O)c1Cl | -2 | -2
CC1(C)CC(=O)C(C=Nc2ccc(Cl)cn2)=C(O)C1 | 43 | 14
CC1(C)Cc2c(C#N)c(OCC(=O)c3ccccc3)nc(-c3ccoc3)c2CO1 | 30 | 6
Cc1cc2oc(=O)cc(CN3CCC(C)CC3)c2c(C)c1Cl | -7 | 6
CCN(CC)CCNC(=O)c1cc(S(C)(=O)=O)ccc1OC | 2 | /
COc1ccc(Nc2oc(-c3ccccc3Cl)nc2C#N)cc1 | 55* | -8
COc1ccc(N=Cc2sc(O)c3ccccc23)cc1 | / | 7
CN(C)c1ccc(CN2CCCCC2)cc1 | / | 4
Cc1ccc(S(=O)(=O)N2CCC(C(=O)N[C@H](C(=O)NCC3CCCO3)C(C)C)CC2)cc1 (some centres undefined) | -9 | -129
COc1ccc(NC(=O)Cn2nnc(-c3ccc(CN4CCOCC4)cc3)n2)c(OC)c1 | -11 | 2
CCc1n[nH]c(=S)n1/N=C/c1ccc2c(c1)OCO2 | / | -6
CCc1noc(C)c1C(=O)Nc1nc(-c2ccc(Cl)cc2Cl)c(C)s1 | / | 6
Cc1ccc(S(=O)(=O)N[C@@H](Cc2ccccc2)C(=O)CCl)cc1 | / | 8
CCOc1ccc(Br)cc1/C(C)=N\NC1=NCCN1 | / | 28
COc1ccc(Cn2nnc(C(=O)Nc3ccc(F)cc3)c2N)cc1 | -4 | -25
O=Cc1cc2ccccc2nc1SCc1ccc(Cl)cc1 | / | 6
CCOc1ccc(NC(=O)NCCN2C(C)CCCC2C)cc1 (centres undefined) | 0 | -6
CCOC(=O)c1ccc(N2C(=O)CC(N3CCC(C(=O)OCC)CC3)C2=O)cc1 (centres undefined) | 5 | -12
Next records:
SMILES | RT RNaseH block | RmlCD inh mix
O=C(Nc1nccs1)c1cn(-c2ccccc2)nc1-c1ccccc1 | / | -3
Cc1[nH]n(CCC#N)c(=O)c1CC(=O)N1CCN(c2ccccc2)CC1 | -2 | -13
Cc1ccc(C)c(OCCCC(C)(C)C(=O)O)c1 | -3 | 3
O=C(NC(Nc1ncccn1)C(=O)c1ccccc1)c1ccccc1 (centres undefined) | 10 | -8
CCOC(=O)c1nn(-c2ccccc2)c(=O)c(C#N)c1C | -7 | -15
Cn1c(C(=O)N2CCc3ccccc3C2)cc2oc3ccccc3c21 | -10 | -47
C#CCOCCOCCOCCNc1nc(N2CCOCC2)nc(N2CCN(C(=O)[C@H]([C@@H](C)CC)n3cc([C@@H](N)CO)nn3)CC2)n1 | / | 6
O=C(NCCc1csc(-c2cccnc2)n1)c1cccs1 | -8 | /
CCC(=O)Nc1ccc(C(=O)CSc2nnc(-c3cccnc3)o2)cc1 | -22 | -9
CCN(CC)CCCNc1cc2n(c(=O)n1)CCc1cc(OC)c(OC)cc1-2 | -2 | 12
CCOC(=O)C1CCN(Cc2cnc(Oc3ccc(Cl)cc3C)s2)CC1 | / | 14
CCCSc1nc(N)nc(-c2cccs2)c1C#N | / | -20
Cc1ccc2oc(NC(=O)N3CCOCC3)cc(=O)c2c1 | -8 | -9
c1ccc2c(c1)ccc1nnc(SCc3ccc4c(c3)OCO4)n12 | / | -7
CCOC(=O)c1c(NC(=O)c2ccc(Br)o2)sc2c1CCCC2 | -13 | -22
O=C(CN1C(=O)C2CC=CCC2C1=O)Nc1nnc(SCc2ccc(F)cc2)s1 (centres undefined) | / | -11
COc1cc(-c2nc(-c3cccc(C(F)(F)F)c3)no2)cc(OC)c1OC | -19 | -7
N#Cc1ccccc1NC(=O)c1ccccc1OCC(=O)NCc1ccco1 | -13 | 9
COc1cc(O)c(C(CCN2CCCC(C)C2)c2ccc(N(C)C)cc2)c(OC)c1 (centres undefined) | / | -1
Cc1noc(C)c1COc1ccc(C(=O)OC(C)C(=O)Nc2ccc(N3CCOCC3)cc2)cc1 (centres undefined) | -8 | -14
Cc1ccc(-n2ncc(C#N)c2/N=C/N2CCCCCC2)cc1 | -18 | /
CCNC(=O)c1c(C)nc2ccccn12 | 0 | 7
CC(=O)Oc1c(S(=O)(=O)c2ccccc2)c(C)nn1C(C)(C)C | -8 | 46
CC(C)(C)n1ncc2c(=O)n(CC(=O)Nc3ccc4c(c3)OCO4)cnc21 | 1 | -6
COc1cc(S(=O)(=O)NCc2ccc3c(c2)OCO3)ccc1Cl | -17 | -3
CC(C)CC(=O)Nc1ccc(C(=O)Cn2nc(C(=O)O)c3ccccc3c2=O)cc1 | / | 8
Cn1cnnc1SCC(=O)NCCc1ccccc1 | / | 6
CCOCCCNC(=O)C(NC(=O)c1ccc2c(c1)OCO2)c1ccc(OC)cc1 (centres undefined) | -5 | -17
CC1CN(c2nnnn2-c2ccccc2)CC(C)O1 (centres undefined) | -2 | -6
O=C(Cn1[nH]c(=O)c2ccccc2c1=O)NC1CCN(Cc2ccccc2)CC1 | 1 | 13

Reprinted from the part before: 3 entries, followed by the next part.
SMILES | RT RNaseH block | RmlCD inh mix
CCOCCCNC(=O)C(NC(=O)c1ccc2c(c1)OCO2)c1ccc(OC)cc1 (centres undefined) | -5 | -17
CC1CN(c2nnnn2-c2ccccc2)CC(C)O1 (centres undefined) | -2 | -6
O=C(Cn1[nH]c(=O)c2ccccc2c1=O)NC1CCN(Cc2ccccc2)CC1 | 1 | 13
COC(=O)c1[nH]c2ccccc2c1NC(=O)Oc1ccccc1 | 1 | 10
CCCC(=O)Nc1nc2ccc(OCC)cc2s1 | 28 | 3
Nc1nc(Cn2nnc(-c3ccccc3Cl)n2)nc(N2CCOCC2)n1 | -31 | 1
CC(C)(C)[C@@H]1C=C(C(=O)N2CCN(Cc3ccccc3)CC2)O[C@H](OCc2ccc(CO)cc2)C1 | / | -363
C=CCNC(=S)N1CCN(CCN=CC2=C(O)CC(c3cccs3)CC2=O)CC1 (centres undefined) | / | -13
CC(C)CC(=O)Nc1ccc(OCC(=O)O)cc1 | -6 | 11
COc1ccc(-c2occ(C(=O)O)c2C(=O)O)cc1 | / | -10
CCOC(=O)c1ccccc1NC1OC(=O)c2ccccc21 (centres undefined) | -107 | -24
CCc1ccc(Nc2nc(N)nc(CSc3nnnn3-c3ccccc3)n2)cc1 | 18 | 5
COc1cccc(Nc2nc(-c3sc(NC(=O)c4ccco4)nc3C)cs2)c1 | / | -6

Copied from the list.
RmlCD inh mix, CCc1ccc(Nc2nc(N)nc(CSc3nnnn3-c3ccccc3)n2)cc1 = 5
RmlCD inh mix, COc1cccc(Nc2nc(-c3sc(NC(=O)c4ccco4)nc3C)cs2)c1 = -6

(listing goes on)
SMILES | RT RNaseH block | RmlCD inh mix
O=C(O/N=C/C1=C(Cl)c2ccccc2CC1)c1ccc(F)cc1 | / | 5
CCOC(=O)CSC1=NC(=O)/C(=C\c2ccc(OC(C)=O)cc2)S1 | / | 53
CCn1c(-c2ccc(F)cc2)n[nH]c1=S | -2 | 19
COC(=O)c1sc(NC(=O)COc2ccccc2OC)nc1C | -4 | -7
CCCc1nc(SCC(=O)NNC(=O)C2CCCCC2)c2ccccc2n1 | / | 6
CCOC(=O)c1[nH]c2ccc(OC)cc2c1NC(=O)OC | -29 | /
CCOC(=O)C1CCCN(C(=O)c2ccc(CNc3c(N4CCC(C)CC4)c(=O)c3=O)cc2)C1 (centres undefined) | 4 | -1
C/C=C/c1ccc(OC)c(OC(C)=O)c1 | -12 | -4
CC(=O)c1cccc(NS(=O)(=O)c2ccc(N/C=C\C(=O)c3ccc(C)cc3)cc2)c1 | / | -1
CC(=O)N1c2ccccc2NC2=C(C(=O)CCC2)C1c1cccnc1 (centres undefined) | 27 | 2
Cc1nn(-c2ccc(F)cc2)c2sc(C(=O)OCC(=O)N3CCC(C)CC3)cc12 | -14 | -5
COc1ccccc1Nc1ncc(-c2cccs2)s1 | 17 | -6
CCN(CCCNC(=O)CCNC(=O)Cn1cnc2ccccc2c1=O)c1cccc(C)c1 | -16 | 0
CC(C)c1ccc(NC(=O)c2ccc(Br)o2)cc1 | / | 7
CC(OC(=O)CNC(=O)C12CC3CC(CC(C3)C1)C2)C(=O)Nc1ccc(N2CCOCC2)cc1 (centres undefined) | 7 | 4
Cc1ccc(NC(=O)N2CCC(c3nc4c(nnn4Cc4c(F)cccc4Cl)c(=O)[nH]3)CC2)cc1 | / | -7
CC(C)CC(NC(=O)C(NC(=O)OC(C)(C)C)C(C)C)C(=O)NC(CCC(=O)OCc1ccccc1)C(N)=O (centres undefined) | / | 4
CSc1ccc(/C=C/C(=O)c2ccc(NC(C)=O)cc2)cc1 | / | -2
CCOC(=O)N1CCN(C(=O)c2ccc(NC(C)=O)cc2)CC1 | / | -40
O=C(O)[C@@H]1CSC2(CCSC2)N1 (some centres undefined) | 7 | /
CC(=O)Nc1ccc(Cl)cc1C(=O)O | -3 | 7
CC(C)c1nc(N2CCOCC2)c(C#N)c2c1COC(C)(C)C2 | -1 | -7
COc1ccccc1NC(=O)c1c(NC(=O)c2ccco2)sc2c1CCC2 | 33 | -63
NNC(=O)C1CCCn2c1nc1sc3c(c1c2=O)CCCC3 (centres undefined) | / | 8
CCC(=O)Nc1ccccc1C(=O)N1CCCC1 | / | -11
CCCN[C@H]1CCc2nc(N)sc2C1 | / | -15&-3
Cc1ccc(CN2C3=NCCCN3c3ccccc32)cc1 | 1 | -16
COC(=O)c1nn(-c2ccccc2)c(-c2ccccc2)c1C(=O)c1ccccc1 | / | 6
Cc1ccc2c(C(=O)CN3CCC4(CC3)OCCO4)c(C)[nH]c2c1 | / | -19
COc1cccc(NS(=O)(=O)c2cc(C)ccc2OC)c1 | -33 | 9
Cc1ccc(-c2nnc3c4ccccc4c(C)nn23)cc1S(=O)(=O)N1CCN(C)CC1 | -18 | /
O=C(O)c1ccc(COc2c(F)c(F)c(F)c(F)c2F)o1 | 15 | 6
CCn1c(NC(=O)c2ccc(F)cc2)c2ccccc2nc1=O | / | -3
COc1ccc(-c2nnc(SC(C)C(=O)Nc3nccs3)n2-c2ccccc2)cc1OC (centres undefined) | -4 | 3
CSc1ccccc1NC(=O)Nc1ccccc1 | -8 | -12

Seven structures from above, arranged by count of non-hydrogen atoms, falling.
SMILES | RT RNaseH block | RmlCD inh mix
COc1ccc(-c2nnc(SC(C)C(=O)Nc3nccs3)n2-c2ccccc2)cc1OC (centres undefined) | -4 | 3
Cc1ccc(-c2nnc3c4ccccc4c(C)nn23)cc1S(=O)(=O)N1CCN(C)CC1 | -18 | /
COC(=O)c1nn(-c2ccccc2)c(-c2ccccc2)c1C(=O)c1ccccc1 | / | 6
Cc1ccc2c(C(=O)CN3CCC4(CC3)OCCO4)c(C)[nH]c2c1 | / | -19
CCn1c(NC(=O)c2ccc(F)cc2)c2ccccc2nc1=O | / | -3
Cc1ccc(CN2C3=NCCCN3c3ccccc32)cc1 | 1 | -16
CSc1ccccc1NC(=O)Nc1ccccc1 | -8 | -12
